# Bioassay records from PubChem.
# COUP-TFII inh = NR2F2 transcriptional activity inhibitors, primary screen, cell-based, luciferase reporter, HEK293T, luminescence | COUP transcription factor 2 (Homo sapiens), P24468 | HEK293T NGFI-A luciferase reporter | inhibition, % at 8.6 µM | 0.7% of 370,000 active;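 active = inhibition above a per-plate cutoff, mean inhibition of test wells between control levels plus 3 SD, cut at about 38% in these data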;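 note: cells cotransfected with COUP-TFII expression vector driving the NGFI-A reporter; 0% = median of COUP-TF2 test wells and 100% = reporter-only cells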
# Target sequence (P24468 whole entry, looked up): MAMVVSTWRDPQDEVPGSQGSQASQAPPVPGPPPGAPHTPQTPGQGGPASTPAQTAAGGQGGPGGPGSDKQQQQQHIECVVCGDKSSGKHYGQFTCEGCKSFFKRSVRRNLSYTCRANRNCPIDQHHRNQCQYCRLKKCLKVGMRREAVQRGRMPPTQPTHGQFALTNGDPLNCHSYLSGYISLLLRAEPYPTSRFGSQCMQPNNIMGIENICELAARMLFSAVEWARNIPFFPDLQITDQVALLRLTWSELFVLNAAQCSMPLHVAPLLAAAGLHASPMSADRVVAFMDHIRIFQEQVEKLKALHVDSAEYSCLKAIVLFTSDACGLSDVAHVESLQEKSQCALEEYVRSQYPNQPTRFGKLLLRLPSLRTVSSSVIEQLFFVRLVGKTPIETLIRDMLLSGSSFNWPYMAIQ
# NR5A2 inv ag = LRH-1 (NR5A2) inverse agonists, primary screen, cell-based, luminescence, HEK293T, StAR-luciferase reporter | Nuclear receptor subfamily 5 group A member 2 (Homo sapiens), O00482 | LRH-1 transfected, 24 h | inhibition, % at 3.6 µM | 0.13% of 360,000 active | AID 602396, 2012;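 active = inhibition above the mean inhibition of all tested compounds plus 3 SD, cut at about 73% in these data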;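 note: 0% = DMSO wells and 100% = reporter-only cells lacking LRH-1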
# Target sequence (O00482 whole entry, looked up): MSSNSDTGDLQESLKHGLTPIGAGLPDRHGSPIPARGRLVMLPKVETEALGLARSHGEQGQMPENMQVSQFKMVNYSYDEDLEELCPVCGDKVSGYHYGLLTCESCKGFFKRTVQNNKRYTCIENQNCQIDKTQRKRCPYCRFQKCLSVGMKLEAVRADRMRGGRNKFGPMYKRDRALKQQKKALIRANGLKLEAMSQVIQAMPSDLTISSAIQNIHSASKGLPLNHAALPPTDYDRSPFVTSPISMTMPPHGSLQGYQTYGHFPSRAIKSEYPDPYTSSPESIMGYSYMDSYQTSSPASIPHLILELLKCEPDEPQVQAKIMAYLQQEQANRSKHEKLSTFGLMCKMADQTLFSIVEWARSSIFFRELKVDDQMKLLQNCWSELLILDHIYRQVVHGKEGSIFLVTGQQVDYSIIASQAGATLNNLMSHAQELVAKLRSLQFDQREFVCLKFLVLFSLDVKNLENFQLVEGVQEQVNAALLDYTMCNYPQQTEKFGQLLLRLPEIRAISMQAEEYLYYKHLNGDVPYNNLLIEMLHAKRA
# SRC1 inh = SRC1 coactivator transcriptional activity inhibitors, primary screen, cell-based, luminescence; Nuclear receptor coactivator 1 (Homo sapiens), Q15788; HEK293 GAL4-SRC1 luciferase reporter; inhibition, % at 3.6 µM; 0.12% of 360,000 active;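 active = inhibition above the campaign mean plus 3 SD, with each screening campaign given its own cutoff, cut at about 60% in these data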;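 note: 0% = DMSO treated cells and 100% = gossypol at 36 µM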
# CF NFkB block = inhibitors of PAF-induced NF-kB signaling, primary screen, cell-based, GFP fluorescence, uHTS | inhibition, % at 5 µM | 0.86% of 360,000 active | KKLEB NF-kB-GFP reporter, GFP fluorescence overnight | AID 588850, 2011;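 active = at least 50% inhibition at 5 µM, scaled per plate between neutral and stimulator controls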;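 note: PAF is a Pseudomonas aeruginosa culture filtrate used as stimulus; plate controls were PAF-stimulated DMSO wells for no effect and unstimulated DMSO wells for full effect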
# TRAIL sens C8 = viability loss with TRAIL in NB7+C8 cells, primary screen, TRAIL sensitizer project, cell-based, ATPlite luminescence; inhibition (viability loss, TRAIL sensitization), % at 10 µM; 1% of 360,000 active; AID 624354, 2012;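 active = compounds causing at least 50% loss of cell viability in the single-dose screen, relative to plate controls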
# NCOA2 inhibitor = inhibition of GAL4-SRC2 driven luciferase reporter, primary screen, SRC2 inhibitor project, cell-based, luminescence. inhibition, % at 9 µM. HEK293 GAL4-SRC2 luciferase reporter. 0.17% of 370,000 active. Nuclear receptor coactivator 2 (Homo sapiens), Q15596;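 active = inhibition above the mean inhibition of all tested compounds plus 3 SD, set per campaign, cut at about 52% in these data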;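 note: 0% = DMSO treated cells and 100% = cells given Gossypol at 36 µM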
# LMP1 NFkB inh = EBV LMP1-driven NF-kappaB luciferase reporter inhibitors, primary screen, cell-based, luminescence, single point; LMP1-induced NF-kappaB luciferase reporter cells; inhibition, % at 12.5 µM; 0.69% of 350,000 active; in the data active = inhibition above about 41%;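 note: 0% = neutral control wells and 100% = reference inhibitor control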
# KKLEB cytotox = cytotoxicity in KKLEB CF airway cells, primary screen, cytotoxicity control for CF NF-kB inhibitor project, cell-based, uHTS, fluorescence assay plates; KKLEB CF airway cells viability, ATPlite luminescence, overnight; active compounds read low; cells stimulated with P. aeruginosa culture filtrate; 0.36% of 360,000 active; activity change (cytotoxicity), % at 5 µM; AID 602141, 2011;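 active = corrected activity change at or below -50% at 5 µM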
# TWEAK Fn14 block = inhibitors of TWEAK-Fn14 signaling, primary screen, luciferase reporter cells, uHTS; inhibition, % at 10 µM; 2% of 360,000 active; TWEAK-stimulated Fn14 reporter cells, luciferase luminescence, 8 h; in the data active = inhibition above about 50%
# TROY signal inh = inhibitors of TROY-driven NF-kB signaling, primary screen, Q293 LMP1-TROYcd cells, NF-kB luciferase, uHTS; Q293 LMP1-TROYcd NF-kB luciferase reporter, 4 h; inhibition, % at 10 µM; 0.98% of 360,000 active; AID 1347056, 2019;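 active = compounds whose plate-normalised and pattern-corrected inhibition of the luciferase reporter signal at the single screening dose is 50% or more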
# NCOA3 inh = SRC3 coactivator transcriptional activity inhibitors, primary screen, cell-based, luminescence; Nuclear receptor coactivator 3 (Homo sapiens), Q9Y6Q9; HEK293 GAL4-SRC3 luciferase reporter; inhibition, % at 3.6 µM; 0.17% of 360,000 active; AID 588352, 2011;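 active = inhibition above a per-campaign cutoff, the mean of all compounds plus 3 SD, cut at about 60% in these data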;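 note: 0% = DMSO-treated cells and 100% = gossypol-treated cells at 36 µM; higher means less SRC3-driven luciferase light from the GAL4 reporter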
# * = called active by the depositor; . = no result given.
SMILES,COUP-TFII inh,NR5A2 inv ag,SRC1 inh,CF NFkB block,TRAIL sens C8,NCOA2 inhibitor,LMP1 NFkB inh,KKLEB cytotox,TWEAK Fn14 block,TROY signal inh,NCOA3 inh
NC1=NC(=O)C(CC(=O)c2ccc(Cl)cc2)S1 (configuration not stated),7,6,-9,10,0,8,-5,2,-3,-10,10
C[C@@H](CO)NC(=O)[C@H]1O[C@@H](n2cnc3c(N)ncnc32)[C@H](O)[C@@H]1O,.,17,15,14,-8,.,.,4,-3,-7,26
NC(=O)c1ccc(NC(=O)CSc2nc3ccccc3c(=O)n2CCCN2CCOCC2)cc1,-36,3,-15,6,-10,-9,-3,4,-37,-1,-16
O=C(Nc1cc2nn(-c3ccccc3)nc2cc1Cl)c1ccco1,-21,-43,-120,-14,24,-12,-98,-1,-8,27,-106
c1cncc(-c2cnc3ccccc3c2)c1,-35,-31,-46,22,12,-9,-2,-4,-6,-44,-23
CCOC(=O)C1CCCN(C(=S)Nc2cccc(Cl)c2C)C1 (configuration not stated),1,6,-12,15,1,16,-5,-2,-14,-10,9
CN(C)CCOC(=O)c1cccc(Br)c1,9,1,-4,23,-9,-2,-1,-7,-15,-7,-6
CCCOc1ccc(N2CC(C(=O)NC(C)C)CC2=O)cc1 (configuration not stated),-10,11,4,-14,-1,-15,0,-11,-5,2,6
O=[N+]([O-])c1ccc(N2CCOCC2)c([N+](=O)[O-])c1,-4,3,4,6,-6,-28,15,-9,-1,3,5
Cc1nc2nc(SCc3ccccc3)[nH]n2c(=O)c1CCC(C)C,9,-4,-7,29,-25,2,-3,-7,7,1,-2
Cc1ccc(Cn2nc(C)c(NC(=O)C3CC3)c2C)cc1,0,1,-10,1,11,-10,-11,-6,-11,-11,8
CCOc1ccccc1N1CCN(C(=O)c2cccc(S(=O)(=O)N3CCOCC3)c2)CC1,2,-17,-8,19,-1,1,4,-6,-8,1,6
COC(=O)c1cc(C(=O)OC)n(Cc2ccc(C)cc2)c1C,-6,8,-16,4,-8,-23,-1,-2,31,8,18
COc1cccc(CN2CCN(Cc3ccon3)CC2CCO)c1 (configuration not stated),2,3,15,-6,4,10,-5,2,12,15,5
O=C(O)c1cn(Cc2ccccc2Cl)c2ccc(S(=O)(=O)N3CCOCC3)cc2c1=O,-16,-1,15,7,-5,-4,-3,13,8,-3,9
O=C(Cn1cc(C(F)(F)F)cc(Cl)c1=O)Nc1cccc(Cl)c1,7,4,-52,9,-3,8,-5,0,0,0,6
Cn1c(=O)c2c(ncn2CC(=O)N2CCN(c3ccccc3F)CC2)n(C)c1=O,-17,8,-3,1,8,3,12,-3,-26,2,7
CCCc1cc(=O)oc2c3c(cc(OCC(=O)N4CCC(C(=O)O)CC4)c12)OC(C)(C)CC3,11,7,-17,20,2,8,.,-20,-16,1,-10
COc1ccc(NC(=O)CSc2n[nH]c(CNc3cccc(C)c3)n2)cc1,-11,16,19,-12,-11,-8,-10,3,34,-12,8
CC1CN(c2oc(-c3ccco3)nc2S(=O)(=O)c2ccccc2)CC(C)O1 (configuration not stated),-7,-7,-4,-19,-26,-2,-5,0,-16,-1,3
Cc1ccc(NC(=O)CCC(=O)O)cc1F,-8,14,-37,11,-13,-1,1,-8,1,-3,-12
COc1ccc(C(=O)O/N=C(\N)c2ccccn2)cc1[N+](=O)[O-],-38,-55,-93,10,4,-39,-11,16,21,-8,-93
CN(CCOC(=O)c1cccc(Br)c1)C(C)(C)C,10,12,4,-18,-9,-10,-15,8,16,4,12
CN(C(=O)COC(=O)c1cccs1)c1c(N)n(Cc2ccccc2)c(=O)[nH]c1=O,16,5,-3,0,-5,-1,-12,0,7,10,-2
Cc1ccc(S(=O)(=O)NC2c3cccc4cccc(c34)C2Sc2nc(C)cc(C)n2)cc1 (configuration not stated),-3,-15,-1,-4,20,6,-22,1,29,14,9
COC(=O)[C@]12CCCCC=C1N(Cc1ccco1)C(=O)[C@H](CC(=O)NCc1ccc(C)o1)C2,-7,37,.,.,-3,8,.,.,-2,1,.
Cc1n[nH]c(C)c1Cc1ccc(C(=O)O)cc1,3,6,-5,-20,-10,-13,-4,8,13,-14,-2
CC(=O)Nc1ccc(S(=O)(=O)NC2CC(=O)N(c3ccc(C)c(C)c3)C2)cc1 (configuration not stated),6,-36,0,14,-12,22,3,8,-10,-15,-8
CC(Cl)C(=O)NNc1cccc(Cl)n1 (configuration not stated),-16,-12,11,-3,-14,-16,-7,5,-13,-17,12
Cc1ccc(NC(=O)/C=C/C(=O)O)c([N+](=O)[O-])c1,-4,-2,-4,-1,-9,7,-20,-6,1,-19,11
Cc1ccc(-c2nnc(NC(=O)C3=COCCO3)o2)c(C)c1,-13,-35,10,2,16,-46,-5,-5,-28,-21,3
O=C(OCC(=O)N1CCc2ccccc21)c1cncc(Br)c1,-13,13,-2,-1,-26,2,-6,-6,15,-2,-5
O=C(COC(=O)C1COc2ccccc2O1)Nc1cccc(F)c1 (configuration not stated),-25,11,-5,8,9,-10,-8,2,-4,6,4
CCOc1ccc(N(CC(=O)NN=C2CCN(C)CC2)S(C)(=O)=O)cc1,-1,-2,-9,-9,3,-8,8,4,-5,-10,2
CC(=O)c1ccc(OCCCC(=O)NCCc2ccc(C(F)(F)F)cc2)cc1,-13,33,19,-2,4,2,-13,2,16,-2,-20
CC1(C)CC(NC(=O)c2cccc(S(=O)(=O)Nc3cccc(Cl)c3)c2)CC(C)(C)N1,-17,-6,4,1,-21,-8,-5,0,14,-2,-11
Cc1ccnc(NCc2ccc(Br)cc2)c1,-5,-13,-7,7,2,-25,-3,-1,0,-11,-7
CCOC(=O)CC1c2nc3ccccc3cc2CN1C(=O)OCC (configuration not stated),2,-18,-3,-15,-18,10,-7,-4,-7,-5,-11
COC(=O)c1ccc(OC(=O)C2CC(=O)N(c3cccc(C)c3)C2)cc1 (configuration not stated),0,7,4,-24,-14,-39,-5,4,-5,-27,26
COc1cc(CNc2ncnc3c2ncn3[C@H]2CN(Cc3ccc(C(=O)O)cc3)C[C@@H](CO)O2)cc(OC)c1OC,12,11,-3,-11,-10,-13,.,16,-2,-14,-8
Cc1ccc(Cn2c(C)c(C(=O)NCc3cccc(C(F)(F)F)c3)sc2=O)cc1,-1,17,-1,-17,-5,-27,.,0,3,12,2
COC(=O)CCC(=O)N(CCN(Cc1ccccc1)C(=O)CCC(=O)OC)Cc1ccccc1,16,-14,7,8,-1,4,9,-2,4,-29,9
Cc1nc2ccc(NC(=O)c3ccc(S(=O)(=O)N(C)C)cc3)cc2s1,-17,-3,0,-1,-12,-7,-8,6,1,-3,-39
CO/N=C/C(=N\Nc1ccc(OC)cc1)C(=O)c1ccc(F)cc1,6,-5,-2,-17,-3,-8,-2,-16,0,-33,14
CCOc1ccccc1NC(=O)C(NCC1CCCCC1)c1ccccc1 (configuration not stated),11,7,1,-23,-6,15,-28,1,11,15,17
O=C(/C=C/c1ccccc1)Nc1nnc(-c2ccco2)o1,-3,9,-9,-3,1,-8,2,4,-17,1,2
COC(=O)c1ccccc1SC(CC(=O)c1ccccc1)c1ccc(F)cc1 (configuration not stated),5,-1,1,-2,-12,-50,3,-14,-4,-62,18
Cc1nc2c(OCc3ccc(C#N)cc3)cccn2c1N(C)Cc1cccs1,-2,32,-8,-36,-12,9,.,1,17,6,-1
CCN(C(=O)c1nn(-c2ccc(OC)cc2)c(=O)c2c1c1ccccc1n2C)c1ccc(OC)cc1,-2,0,-6,0,9,-17,16,-5,-12,3,20
CC1C(=O)N(Cc2cn(Cc3ccco3)nn2)CCS(=O)(=O)N1Cc1ccc(-c2ccc(F)nc2)cc1 (configuration not stated),14,-9,-2,-18,6,28,-3,6,-17,-2,-9
COc1ccc(N2CCN(C(=O)c3cn(C)c(=O)c4c3c3ccccc3n4C)CC2)cc1,.,0,2,-8,4,.,-6,2,1,-7,14
Cc1ccc(CNC(=O)C2CCC(=O)N2CCc2ccccc2)cc1 (configuration not stated),0,2,-17,1,-13,10,-6,-2,0,-9,-4
CC1=NN(Cc2ccccc2)C(=O)C1,23,-7,6,-4,2,5,16,4,-8,14,16
COc1ccc(Cl)cc1NC(=O)C1CSC(c2ccncc2)=N1 (configuration not stated),-15,13,12,-14,-1,4,3,13,-15,25,4
O=Cc1ccc(C(=O)O)cc1,-11,11,-31,-1,-6,-6,0,-8,-12,-27,0
Cc1c(Cl)cccc1NC(=S)N1CCN(C(=O)c2ccco2)CC1,-10,16,-6,15,-11,6,-2,-12,-10,-4,15
CSc1ncccc1C(=O)OCC(=O)NC1CC1,5,2,-4,-12,-10,-16,1,16,2,12,-2
COc1ccc(CN(C)CC(=O)NC(=O)Nc2ccccc2F)cc1,-8,-3,-24,6,-6,-18,5,-1,-15,-3,-1
Cc1cccc(C)c1NC(=O)C(c1ccccc1)N1CCN(c2ccc(C(F)(F)F)cn2)CC1 (configuration not stated),20,28,20,14,12,26,.,-16,23,16,22
Cn1c(-c2sc3cc(C(F)(F)F)cnc3c2-c2ccccn2)n[nH]c1=S,-6,0,8,-8,1,11,-3,8,0,-15,-7

# More results:
SMILES,COUP-TFII inh,NR5A2 inv ag,SRC1 inh,CF NFkB block,TRAIL sens C8,NCOA2 inhibitor,LMP1 NFkB inh,KKLEB cytotox,TWEAK Fn14 block,TROY signal inh,NCOA3 inh
C#CC[N+]1(CC#Cc2ccc(C#CC[N+]3(CC#C)CCOCC3)cc2)CCOCC1,.,15,14,19,5,.,-11,-6,11,0,21
O=C(CCS(=O)(=O)c1cccs1)Nc1ccc(C(=O)NCc2ccccc2)cc1,-10,-23,-18,2,1,2,7,5,-12,-11,8
Cc1n[nH]c(=O)c2c(NC(=O)CSc3nnnn3-c3ccc(O)cc3)oc(C)c12,8,-8,-6,-1,5,6,5,18,6,-6,-7
CC(C)(C)C(=O)Nc1ccc(S(=O)(=O)Nc2nccs2)cc1,2,0,-24,3,-13,3,-3,1,6,18,4
COc1cccc(NC(=O)COC(=O)c2c(NC(C)=O)sc(C)c2C)c1,-3,1,-2,-3,4,-13,-5,8,-27,-26,-3
O=c1[nH]c2cccc(F)c2n2cccc12,-49,-10,11,-16,-2,-38,3,0,-39,-20,-2
N#CC1=C(N)OC2=C(C(=O)CCC2)C12CCN(C(=O)OCc1ccccc1)CC2,-2,6,-6,-1,-11,-1,-14,-17,-4,-12,-14

# Hits appear at their usual frequency; 4.2% or so of the library scored in one or more.
